Screening data from PubChem BioAssay.
Candida biofilm – clotrimazole potentiators killing Candida biofilms, primary screen, with clotrimazole, Alamar Blue | C. albicans biofilm + clotrimazole | hit rate 0.14% among 85,000 | inhibition, % at 6 µM;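 active = inhibition above 20%; inactive = inhibition below 20%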;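 also: preformed 24 hr biofilms exposed to compound for 48 hr; 0% = biofilm without compound and 100% = blank killed by clotrimazole plus chlorhexidine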
ERa coact inh – ERα–SRC-1 coactivator interaction inhibitors, primary screen, biochemical, TR-FRET, ERα LBD, estradiol-bound; Estrogen receptor (Homo sapiens), P03372; TR-FRET ER-alpha LBD / SRC-1 peptide; inhibition, % at 25.6 µM; hit rate 1.7% among 86,000; AID 629, 2007; in the data active = inhibition above about 50%;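 also: 0% = receptor plus peptide control and 100% = peptide only without receptor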
ERa SRC1 pot – enhancers of ERα–SRC-1 coactivator binding, primary screen, biochemical, TR-FRET, ERα LBD, low estradiol; hit rate 1.3% among 86,000; AID 639, 2007; Estrogen receptor (Homo sapiens), P03372; TR-FRET ERalpha-LBD/SRC-Cy5 coactivator binding, 2 h; 100 = basal binding, no effect; coactivator binding (% of control), % at 25.6 µM; in the data active = activity above about 200%;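 also: binding measured in presence of low estradiol as agonist stimulus; 0% = peptide alone without receptor and 100% = receptor with peptide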
Lung fibro prol – antiproliferative effect on LL 47 fibroblasts – human, LL 47 cells, CellTiter-Glo luminescence, primary screen; LL 47 human lung fibroblast viability, ATP luminescence; hits give low values; viability, % at 10 µM; hit rate 1.1% among 85,000; AID 719, 2007;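 active = viability at or below 50% in the single dose screen; inactive = viability above 50%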;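 also: compound exposure lasted 72 h before the ATP readout; 100% = median luminescence of untreated cell-only wells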
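Assay system: human lung fibroblast line LL 47, low passage. Input: 1,150 fibroblasts seeded per well. Times: overnight cell rest, 72 h compound treatment at 37 °C. Evaluation: % viability of median cell-only signal. Technique: luminescent ATP detection, CellTiter-Glo. Control set: cell-only wells, no compound.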
ERb SRC1 inh – inhibitors of ERβ-SRC1 coactivator interaction, primary screen, biochemical, TR-FRET, ERβ LBD, SRC-1 peptide. Estrogen receptor beta (Homo sapiens), Q92731. TR-FRET ER-beta LBD / SRC1-Cy5 peptide binding; receptor agonist-loaded with 1 µM estradiol. inhibition, % at 25.6 µM. hit rate 1.3% among 86,000. AID 633, 2007;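 active = compounds whose percent inhibition of the receptor-coactivator binding signal exceeds about 50% in the single-dose screen, limit read from the data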;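 also: 0% = receptor plus peptide wells without compound and 100% = peptide-only wells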
sEH act – soluble epoxide hydrolase activators, primary screen, biochemical, human sEH; Bifunctional epoxide hydrolase 2 (Homo sapiens), P34913; purified human sEH enzymatic activity, activator screen; hit rate 0.04% among 91,000; AID 717, 2007; activation, % at 2 µM; in the data active = activation above about 37%; also: values of inactives mirror those of a sister screen read the other way
Target sequence (P34913 whole entry, looked up): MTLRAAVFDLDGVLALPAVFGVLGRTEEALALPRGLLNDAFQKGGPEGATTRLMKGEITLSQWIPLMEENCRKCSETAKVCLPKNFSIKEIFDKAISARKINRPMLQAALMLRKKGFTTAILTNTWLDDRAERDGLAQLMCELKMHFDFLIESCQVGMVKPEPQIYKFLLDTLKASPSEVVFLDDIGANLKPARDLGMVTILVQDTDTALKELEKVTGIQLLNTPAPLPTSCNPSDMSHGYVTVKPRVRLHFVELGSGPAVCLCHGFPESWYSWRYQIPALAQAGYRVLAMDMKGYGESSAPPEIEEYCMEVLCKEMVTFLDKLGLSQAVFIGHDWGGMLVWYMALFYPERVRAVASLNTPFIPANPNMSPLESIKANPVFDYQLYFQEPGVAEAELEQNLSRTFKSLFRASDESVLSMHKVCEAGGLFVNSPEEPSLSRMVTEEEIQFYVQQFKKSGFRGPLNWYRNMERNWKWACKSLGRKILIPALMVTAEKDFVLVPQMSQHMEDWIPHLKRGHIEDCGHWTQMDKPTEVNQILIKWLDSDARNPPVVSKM
Smad3 inh – Smad3/FoxH1 peptide binding inhibitors, primary screen, biochemical, TR-FRET; inhibition, % at 25 µM; Mothers against decapentaplegic homolog 3 (Homo sapiens), P84022; TR-FRET Smad3/Dy647-FoxH1 peptide binding, europium anti-His; AID 630, 2007; hit rate 0.29% among 88,000;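 active = compounds that reduce the energy-transfer binding signal between the protein and its labelled peptide by more than half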;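 also: 0% = Smad3 plus labelled peptide maximal FRET and 100% = peptide-only background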
H69AR inhibit – proliferation blockers of H69AR lung cancer cells, primary screen, cell-based, human, 86K library | viability, % at 10 µM | hit rate 6% among 85,000 | AID 598, 2007 | H69AR lung tumor viability, ATP luminescence, 72 h; hits give low values;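 active = viability at or below 40%; inactive = viability above 40%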;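 also: multidrug resistant small cell line overexpressing MRP-1 efflux transporter; 100% = mean luminescence of untreated control wells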
HUVEC inhibit – inhibitors of HUVEC proliferation, primary screen, cell-based, 384-well | viability, % at 10 µM (by protocol) | CellTiter-Glo luminescence, 72 h; hits give low values | hit rate 1.1% among 86,000;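 active = viability at or below 30%; inactive = viability above 30%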;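 also: 100% = median luminescence of DMSO-only cell control wells on each plate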
An asterisk follows results filed as active; nt = no result given; [ ] = remark or other dose. An excerpt, so the mix of outcomes need not match the whole.

SMILES	Candida biofilm	ERa coact inh	ERa SRC1 pot	Lung fibro prol	ERb SRC1 inh	sEH act	Smad3 inh	H69AR inhibit	HUVEC inhibit
CCN(C(=O)CSc1nnc(-c2ccncc2)n1C)C1CCS(=O)(=O)C1 (stereo not drawn)	11	-4	94	96	-15	0	0	96	107
Cc1nc(N(C)Cc2ccccc2)c2nnn(Cc3ccccc3)c2n1	6	0	97	82	-8	-18	-4	95	122
Cc1ccc(NC(=O)CCn2cccc2)cc1	4	-7	94	97	-12	-4	8	100	99
CC(C)Cn1c(N)c(C(=O)COC(=O)CC23CC4CC(CC(C4)C2)C3)c(=O)n(C)c1=O	5	6	93	98	-4	-2	12	75	72
CC1SC(=NC(=O)c2ccco2)NC1=O (stereo not drawn)	0	8	116	99	1	-6	9	99	99
COc1cc(OC)cc(C(=O)NCCNC(=O)c2ccco2)c1	2	-3	102	104	-2	-22	7	89	97
CCn1c2ccccc2c2nnc(SCC(=O)Nc3cc(C)on3)nc21	9	20	136	99	30[fluorescence artefact?]	nt	3[fluorescence artefact?]	105	93
CCc1c(C)[nH]c2ccc(C)cc2c1=O	6	9	118	96	-5	-10	7	106	94
COc1ccc(-n2nnnc2SCC(=O)c2ccc3c(c2)OCCO3)cc1	5	-9[fluorescence artefact?]	307*[fluorescence artefact?]	96	-12[fluorescence artefact?]	-1	6[fluorescence artefact?]	74	79
COc1cc(CCC(=O)OCC(=O)Nc2ncc(Cl)cc2Cl)cc(OC)c1OC	-2	56*[fluorescence artefact?]	22[fluorescence artefact?]	95	59*	-5	7	90	95

Compound profiles, as listed above. Order of screens: Candida biofilm	ERa coact inh	ERa SRC1 pot	Lung fibro prol	ERb SRC1 inh	sEH act	Smad3 inh	H69AR inhibit	HUVEC inhibit
CC(C)Cn1c(N)c(C(=O)COC(=O)CC23CC4CC(CC(C4)C2)C3)c(=O)n(C)c1=O is listed as 5	6	93	98	-4	-2	12	75	72
Cc1ccc(NC(=O)CCn2cccc2)cc1 is listed as 4	-7	94	97	-12	-4	8	100	99

Next part
SMILES	Candida biofilm	ERa coact inh	ERa SRC1 pot	Lung fibro prol	ERb SRC1 inh	sEH act	Smad3 inh	H69AR inhibit	HUVEC inhibit
Cc1cc(C)nc(NS(=O)(=O)c2ccc(NC(=O)c3ccco3)cc2)n1	4	-5	102	101	69*[fluorescence artefact?]	-1	6	87	111
CC1CN(C(=O)c2cccc(C(=O)N3CC(C)OC(C)C3)c2)CC(C)O1 (stereo not drawn)	7	-2	132	87	-1	-14	0	87	98
CCOC(=O)c1c(NC(=O)c2cccnc2)sc(C)c1C	1	-6	107	92	0	-2	9	77	84
CCCCN(CCCC)CCNC(=O)Cc1nc2c(c(=O)[nH]c(=O)n2C)n1C	5	6	123	94	-4	-7	6	118	97
CCOCCc1nnc(NC(=O)c2cccc(F)c2)s1	-8	-1	109	99	-5[fluorescence artefact?]	8	3	84	92
Cc1ccc(-c2cc(-c3ccc4c(c3)OCO4)c(C#N)c(N)n2)o1	8	82*[fluorescence artefact?]	18[fluorescence artefact?]	85	27[fluorescence artefact?]	1	3	19*	71
Cn1c(SCC(=O)NCc2ccc3c(c2)OCO3)nnc1C1COc2ccccc2O1 (stereo not drawn)	6	12	99	101	5	12	2	102	97
O=C(Nc1cccc(NC(=O)c2ccc(-c3cccc(Br)c3)o2)c1)c1ccco1	6	-9	159[fluorescence artefact?]	104	0	-1	3	25*	61
CCOC(=O)N1CCN(c2cc(=O)n(-c3cccc(Br)c3)c(=O)[nH]2)CC1	8	2[fluorescence artefact?]	114[fluorescence artefact?]	101	-6	4	-4	90	95
Cc1cc(Nc2cccc(F)c2)n2nc(C)nc2n1	-17	-1	96[fluorescence artefact?]	104	-9	nt	0	98	90
CN(c1ccccc1C(=O)Nc1cccnc1)S(C)(=O)=O	5	4	122	90	1	1	30[fluorescence artefact?]	95	84
O=C(CSc1nc2ccccc2c(=O)n1NC(=O)Cc1ccccc1)NCc1ccco1	2	5[fluorescence artefact?]	113	96	4[fluorescence artefact?]	8	-1	91	84
C=CCSc1nc(C)c2cc(C)cc(C)c2n1	1	6	105	86	2	-4	7	100	101
CCOC(=O)CNc1c(-c2ccc(Cl)cc2)nc2cnccn12	7	11	99	101	-4[fluorescence artefact?]	nt	7	99	92
O=C(CCCN1C(=O)c2ccccc2C1=O)Nc1ccccc1C(=O)N1CCOCC1	-4	1	94	104	-2	-23	-5	95	95
CC(=O)NCCn1c(SCC(=O)NCCC(C)C)nc2ccccc2c1=O	7	9[fluorescence artefact?]	94	105	1[fluorescence artefact?]	4	3	103	98
CCCCN(Cc1cc2cc(OC)ccc2[nH]c1=O)C(=O)c1ccco1	4	-3	144	98	-3	9	1	70	104
CC1CC(Nc2ccccc2)c2ccccc2N1C(=O)c1cccnc1 (stereo not drawn)	5	-10[fluorescence artefact?]	102	96	-10	18	4	50	91
Cc1ccc(C)c(CSc2nnc(-c3ccccn3)n2N)c1	3	-1	127[fluorescence artefact?]	107	-1[fluorescence artefact?]	10	-9	96	114

Molecules from the list above that contain an aryl thioether with sulfur outside any ring:
SMILES	Candida biofilm	ERa coact inh	ERa SRC1 pot	Lung fibro prol	ERb SRC1 inh	sEH act	Smad3 inh	H69AR inhibit	HUVEC inhibit
CCN(C(=O)CSc1nnc(-c2ccncc2)n1C)C1CCS(=O)(=O)C1 (stereo not drawn)	11	-4	94	96	-15	0	0	96	107
CCn1c2ccccc2c2nnc(SCC(=O)Nc3cc(C)on3)nc21	9	20	136	99	30[fluorescence artefact?]	nt	3[fluorescence artefact?]	105	93
COc1ccc(-n2nnnc2SCC(=O)c2ccc3c(c2)OCCO3)cc1	5	-9[fluorescence artefact?]	307*[fluorescence artefact?]	96	-12[fluorescence artefact?]	-1	6[fluorescence artefact?]	74	79
Cn1c(SCC(=O)NCc2ccc3c(c2)OCO3)nnc1C1COc2ccccc2O1 (stereo not drawn)	6	12	99	101	5	12	2	102	97
O=C(CSc1nc2ccccc2c(=O)n1NC(=O)Cc1ccccc1)NCc1ccco1	2	5[fluorescence artefact?]	113	96	4[fluorescence artefact?]	8	-1	91	84
C=CCSc1nc(C)c2cc(C)cc(C)c2n1	1	6	105	86	2	-4	7	100	101
CC(=O)NCCn1c(SCC(=O)NCCC(C)C)nc2ccccc2c1=O	7	9[fluorescence artefact?]	94	105	1[fluorescence artefact?]	4	3	103	98
Cc1ccc(C)c(CSc2nnc(-c3ccccn3)n2N)c1	3	-1	127[fluorescence artefact?]	107	-1[fluorescence artefact?]	10	-9	96	114
